# BRCT PPI red = inhibitors of human BRCA1 BRCT-phosphoprotein interaction (red fluorophore); P38398; BRCT-phosphopeptide binding, red fluorescence polarization; 75,000 compounds, 0.03% hits; Potency, µM (doses to about 76.9 µM), for the others: at the top dose activity change, negative = inhibition, most hits filed as inhibitors; further: on the % scale 0 is the no-effect control and ±100 the full control effect
#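 Rhodamine-labelled pBACH1 10-mer (100 nM) bound to BRCT domain (100 nM) at pH 7.3; compounds incubated 12 min room temperature, polarization read. Free peptide defines full inhibition; unlabelled decapeptide titrated as control.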
# ERK AVP inh = vasopressin-driven ERK pathway inhibition. HEK293-V1b, vasopressin-stimulated pERK AlphaScreen. Potency, µM (top dose mostly 57.5 µM), inactives show at the highest dose activity, negative = inhibition, usual class: inhibitors. 72,000 compounds, 0.99% hits. AID 995; further: potency means the concentration at half of the fitted maximal effect; on the % scale 0 is the no-effect control and ±100 the full control effect; nearly all actives have a fitted effect of over 55% in size
#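 V1b-HEK293 cells; cpd 30 min 37C; 25 nM vasopressin 5 min; lyse 10 min; AlphaScreen beads 5 hr RT. Normalized to DMSO basal and 25 nM vasopressin; AC50 by Hill fit.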
# A350 fluor = A350 region autofluorescence. max dye-equivalent concentration, M. 59,000 compounds, 11% hits. Compound autofluorescence, 340/450 nm, Alexa 350 dye-equivalents; active compounds read high; in the data active means max dye-equivalent concentration above about 10 nM; inconclusive means mostly about 1.1 nM to 9.6 nM
# Caspase-7 inhib = allosteric or competitive inhibitors of human caspase-7; P55210; recombinant caspase-7, Ac-DEVD-AFC fluorescence rate; Potency, µM (doses to about 57.5 µM), for the others: at the top dose activity change, negative = inhibition, actives largely listed as inhibitors; 75,000 compounds, 0.02% hits; active means well fitted inhibition curve with a large enough effect in the main read-out, with a control signal flat, not every such curve was filed as active; inconclusive means small, poorly fitted or top-dose-only effect, or a change in a side signal; further: potency means the concentration at half of the fitted maximal effect; % of control where 0% means no effect
# Tau filament bind = tau filament binding; P10636; recombinant tau filaments, thioflavin S fluorescence, 15 h; filaments grown with octadecylsulfate alongside compound; Potency, µM (titrated, usually from 57.1 µM), for the others: at the top dose activity change, negative = inhibition; 71,000 compounds, 2% hits; AID 596;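 further: potency means the concentration at half of the fitted maximal effect; on the % scale 0 is the no-effect control and ±100 the full control effect; actives lower thioflavin S fluorescence by blocking filaments or displacing dye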
#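 Assay mix: 1 uM His-tagged tau, 30 uM sodium octadecylsulfate, thioflavine S dye in HEPES/NaCl/DTT buffer. Compound is added prior to the inducer. Fluorescence after 15 h at 37 C.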
# CRE-bla Fsk = alters forskolin-stimulated CRE reporter signaling in CHO cells; CHO CRE-bla reporter (cAMP response element driving beta-lactamase), forskolin EC10, beta-lactamase ratio; Potency, µM (doses to about 38.2 µM), inactives show top-dose activity change, negative = inhibition, most hits filed as activators; 71,000 compounds, 2.5% hits; active means well fitted activation curve with a large enough effect in the signal ratio, with a control signal flat, not every such curve was filed as active; inconclusive means small, poorly fitted or top-dose-only effect, or effect the other way, or a change in a side signal; the % refers to the signal ratio; further: potency means the concentration at half of the fitted maximal effect; % of control where 0% means no effect
#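 Reporter-gene assay: CHO cells with beta-lactamase behind cAMP responsive elements, co-treated with compound and EC10 NKH 477 for 3 hours at 37 degrees Celsius. Activity came from the 460/530 nm CCF4 emission ratio.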
# BRCT inh green = inhibitors of human BRCA1 BRCT-phosphoprotein interaction (green fluorophore) | BRCA1 BRCT-phosphopeptide binding, green fluorescence polarization | Potency, µM (doses to about 76.9 µM), inactives show at the highest dose activity change, negative = inhibition, hits mostly inhibitors | 75,000 compounds, 0.05% hits | AID 875;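 further: potency means the concentration at half of the fitted maximal effect; plate controls were peptide without protein for full effect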
#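 Fluorescence polarization: His-tagged BRCT (~35 kDa BRCA1 C-terminus, 250 nM) bound to 100 nM fluorescein-labeled phosphorylated 10-aa BACH1 peptide, pH 7.3 phosphate buffer with DTT and Tween 20. Compounds incubated 12 min at room temperature; inhibition read as lowered polarization.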
# HEK293 cAMP ctrl = raises cAMP in parental HEK293 cells, TSHR agonist counter-screen. parental HEK293 CNG cAMP sensor, membrane potential fluorescence. Potency, µM (titrated, usually from 57.1 µM), for inactives: top-dose activation, hits mostly activators. 73,000 compounds, 2.5% hits; further: potency means the concentration at half of the fitted maximal effect; % of control where 0% means no effect; nearly all actives have a fitted effect of over 55% in size
#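 Parental HEK 293 cells stably expressing a modified CNG channel (no TSHR) report cAMP rise as membrane depolarization. Membrane potential dye with 100 uM RO 20-1724 was loaded for 60 min at room temperature, then compound added for 30 min; fluorescence read at 590 nm.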
# Casp1 inh = blocks human caspase-1 allosterically or competitively | 75,000 compounds, 0.03% hits | P29466 | Potency, µM (doses to about 57.5 µM), for inactives: top-dose activity change, negative = inhibition, usual class: inhibitors | AID 900 | Caspase-1 enzyme, Ac-WEHD-AFC fluorogenic rate;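 further: potency means the concentration at half of the fitted maximal effect; plate controls were vehicle for no effect and no substrate for full effect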
# USP2a inhib = blocks human ubiquitin-specific protease USP2a. O75604. USP2a enzymatic assay, qHTS inhibition. Potency, µM (titrated, usually from 38.3 µM), without a hit: top-dose activity change, negative = inhibition, actives largely listed as inhibitors. 60,000 compounds, 0.1% hits;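 further: potency means the concentration at half of the fitted maximal effect; nearly all actives have a fitted effect of over 60% in size; plate controls were DMSO for no effect and NEM full inhibition control for full effect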
#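 20 nM USP2 core + cpd, 30 min RT; add 20 nM Ub-PLA2/20 uM NBD C6-HPC; read Ex460/Em535 at 0 h and 2.5 h. Normalized to NEM; qHTS curve fit/classification.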
# FLuc inh = firefly luciferase inhibition. P08659. purified firefly luciferase, luminescence, 8 min. Potency, µM (titrated, usually from 57.1 µM), inactives show at the highest dose activity change, negative = inhibition, most hits filed as inhibitors. 72,000 compounds, 2.2% hits; further: potency means the concentration at half of the fitted maximal effect; on the % scale 0 is the no-effect control and ±100 the full control effect; nearly all actives have a fitted effect of over 40% in size
#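 Luminescence read-out after 8 min at room temperature; enzyme reaction used luciferin plus 10 uM ATP (linear range) in imidazole buffer pH 7.2 with KCl, MgCl2, Tween 20 and BSA. Each sample was run as a titration.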
# The depositor's hits bear a star; i = inactive; ? = inconclusive; . = not tested or not shown; [ ] = dose if it differs, or a comment. Unless noted, the call rests on the fitted dose curve; in most records, active means well fitted curve in the direction sought with a large enough effect; inconclusive means small, poorly fitted or top-dose-only effect, or another doubt; inactive means no such curve, though single readings can be large; an effect the other way counts as inactive or inconclusive. Not a hit list. About 16% of those tested had a hit in this group.
SMILES,BRCT PPI red,ERK AVP inh,A350 fluor,Caspase-7 inhib,Tau filament bind,CRE-bla Fsk,BRCT inh green,HEK293 cAMP ctrl,Casp1 inh,USP2a inhib,FLuc inh
COc1cccc(C2=NOC(C(=O)Nc3ccc(OC)c(OC)c3)C2)c1 (stereo unspecified),0.0%,-9%,i,1%,2%,?,0.6%,11%,3%,5%,-2%
O=C(CSc1nnc(-c2cccs2)o1)N1CCCCC1,0.1%,4%,.,-1%,-8%,-4%,-2.4%,-9%,-3%,.,-21%
O=C1CC(c2ccc(F)cc2)Sc2ccccc2N1 (stereo unspecified),-1.4%,?,?,-1%,-7%,?,0.0%,-28%,-2%,3%,-1%
Fc1cccc(/C=N\N=C/c2cccc(F)c2)c1,-1.4%,34%[activator],.,2%,?,-12%,-1.0%,7%,3%,-5%,1%
c1ccc(COc2ccc(Nc3ncnc4nc[nH]c34)cc2)cc1,1.4%,.,.,3%,11%,?,-3.0%,12%,-12%,.,-20%
CCCC/C=C/C(NC(=O)c1ccc(-c2ccccc2)cc1)c1ccccc1 (stereo unspecified),0.8%,17%,.,-1%,7%,9%,-7.8%,14%,-3%,.,.
COc1cc(C)nc(N2CCC(C(=O)NC3CCCCC3)CC2)n1,-3.8%,15%,i,1%,8%,1%,0.2%,?,0%,-5%,1%
O=C(Nc1cnc2ccccc2c1)N1CCOCC1,-0.5%,-26%,?,0%,-1%,3%,-1.3%,9%,-1%,0%,-7%
O=Nc1c(-c2c(O)[nH]c3cc(Br)ccc23)[nH]c2ccccc12,-2.6%,10µM*,.,-2%,.,.,-3.2%,.,-5%,13µM*,.
CCOC(=O)CSc1nn(C)c(=S)s1,-0.7%,5%,.,-2%,-8%,-1%,-2.0%,19%,4%,.,5%
COc1ccccc1NS(=O)(=O)c1cc(Cl)ccc1OC,0.5%,-4%,i,-1%,-8%,-18%,-0.8%,1%,1%,3%,-1%
CCOC(=O)N1CCN(C(=O)C2CCN(S(=O)(=O)c3ccc(Br)s3)CC2)CC1,0.2%,38%[activator],i,3%,2%,-17%,-1.7%,10%,0%,4%,2%

# The last two compounds of the section above lead into the next:
SMILES,BRCT PPI red,ERK AVP inh,A350 fluor,Caspase-7 inhib,Tau filament bind,CRE-bla Fsk,BRCT inh green,HEK293 cAMP ctrl,Casp1 inh,USP2a inhib,FLuc inh
COc1ccccc1NS(=O)(=O)c1cc(Cl)ccc1OC,0.5%,-4%,i,-1%,-8%,-18%,-0.8%,1%,1%,3%,-1%
CCOC(=O)N1CCN(C(=O)C2CCN(S(=O)(=O)c3ccc(Br)s3)CC2)CC1,0.2%,38%[activator],i,3%,2%,-17%,-1.7%,10%,0%,4%,2%
CC(CCc1ccccc1)NC(=O)C1CCN(c2nnc(-n3cccc3)s2)CC1 (stereo unspecified),0.8%,-19%,.,-3%,136%,-14%,-1.3%,6%,0%,.,-5%
Cn1cnnc1Sc1nc2c(c(=O)n(C)c(=O)n2C)n1C,-1.2%,-22%,i,1%,4%,5%,-1.1%,-7%,3%,-1%,1%
Cc1n[nH]c(C)c1S(=O)(=O)N1CCc2ccccc21,2.6%,15%,i,-2%,?,-9%,-1.2%,2%,-6%,20%,-4%
Cc1oc(-c2nc3ccccc3n2C)cc1C(=O)c1ccccc1,-0.9%,-29%,i,-11%,27%,?,-0.7%,25µM*,-10%,13%,2.5µM*
O=C(Nc1ccc(N2CCOCC2)cc1)C1CC1,-0.9%,-21%,i,0%,-11%,-2%,-2.4%,3%,-1%,-6%,-3%
O=C1C2CCCN2C(c2ccc(Br)cc2)N1c1ccc(F)cc1 (stereo unspecified),-1.1%,-6%,.,-7%,9%,-8%,0.3%,21%,-4%,.,1%
CCOc1ccc(-n2c(=O)c3c(C)c(C)sc3n(CC(=O)NCc3ccco3)c2=O)cc1,-0.8%,-9%,i,-2%,88%,13%,0.2%,1%,0%,-28%,4%
Cc1nc2cc(C(F)(F)F)ccc2n1C1CCN(CC(=O)NC(C)(C)C)CC1,-0.7%,4%,i,-5%,1%,?,0.6%,4%,1%,245%[activator],1%
CC1CCCC(C)N1C(=O)CN1CCN(c2nc(-c3ccc(F)cc3)cs2)CC1 (stereo unspecified),-2.4%,?,i,-4%,-4%,-6%,-2.8%,?,-3%,9%,2%
Cc1ccc2sc(NC(=O)CN3C(=O)CCC3=O)nc2c1C,-5.5%,.,.,1%,113%,-8%,-1.6%,6%,1%,.,4%
CC(C)CO[C@H](c1ccc2c(c1)OCO2)[C@H](C)Br,-0.1%[15.4 µM],5%[11.5 µM],i,0%[11.5 µM],-8%[11.4 µM],11%[7.6 µM],-0.8%[15.4 µM],9%[11.4 µM],-2%[11.5 µM],.,1%[11.4 µM]
O=C(CN1C(=O)CSc2ncccc21)NCCN1CCOCC1,0.5%,-5%,.,-1%,-15%,1%,-3.4%,4%,-2%,.,0%
CC1=C(C(=O)Nc2ccccc2Cl)C(c2ccc(N(C)C)cc2)NC(=O)N1 (stereo unspecified),0.9%,3%,.,-8%,-17%,-5%,6.4%,-8%,-7%,16%,-1%
CSc1nnc(-c2ccncc2)n1CCCN1CCCC1=O,0.7%,22%,i,-2%,-4%,1%,-3.8%,8%,2%,23%,-1%
Cc1ccc(-c2nnc(SCC(=O)Nc3ccccc3N3CCOCC3)o2)cc1,0.6%,?,i,0%,-3%,?,1.8%,6%,-2%,12%,-3%
CCCCCC(C(=O)O)C(C)CC(=O)NC1CCCCC1 (stereo unspecified),0.3%,-1%,i,1%,-10%,0%,-3.8%,12%,0%,0%,1%
CCOC(=O)c1ccccc1NC(=O)CN(c1ccccc1OCC)S(C)(=O)=O,-0.8%,22%,.,0%,19%[11.4 µM],?,-1.2%,1%[11.4 µM],0%,-8%[7.66 µM],1%
CCCCN(C)C(=O)C(Cc1ccccc1)NS(=O)(=O)c1ccc2c(c1)CCC(=O)N2 (stereo unspecified),0.1%,-2%,.,0%,-2%,1%,0.3%,?,-1%,.,2%
CCOC(=O)CSc1nnc([C@H](CC(C)C)NC(=O)OC(C)(C)C)o1,-1.1%,20%,i,-1%,6%,13%,-6.7%,13%,2%,-2%,1%
COC(=O)CSc1nnc2n1C(C)(C)Cc1ccccc1-2,-0.4%,-10%,i,2%,4%,12%,-1.6%,11%,-2%,-10%,0%
COc1cc(C(=O)NCc2cn3ccsc3n2)cc(OC)c1OC,-0.9%,1%,i,1%,2%,?,2.0%,-10%,1%,-1%,0%
CCc1ccc2[nH]c(=O)c(C(c3nnnn3Cc3ccc(OC)cc3)N3CCOCC3)cc2c1 (stereo unspecified),-1.2%,-2%,4.3e-08M*,-4%,-14%,-1%,-0.4%,15%,-4%,126%[activator],1%
CCOC(=O)c1c[nH]c2c(Cl)ccc(Cl)c2c1=O,0.5%,4%,.,-2%,-1%,-11%,-2.0%,18%,-4%,6%,-1%
COCC(=O)N1CCC2(CC1)CCN(c1ccncc1)CC2,-0.3%,-19%,i,-3%,18%,5%,-3.0%,?,-2%,12%,0%[11.4 µM]
NS(=O)(=O)c1ccc(NC(=O)CCC2CCCCC2)cc1,0.8%,4%,.,-4%,8%,2%,-1.0%,4%,2%,.,5%
COc1ccccc1C(=O)Nc1c(C)n(C)n(-c2ccccc2)c1=O,-0.6%,0%,.,1%,10%,1%,-2.4%,-4%,0%,-7%,-1%
CC(C)(C)n1nnnc1C(c1ccc2ncccc2c1)N1CCSCC1 (stereo unspecified),0.2%,27%,i,0%,6%,6%,0.2%,?,-2%,-8%,0%
O=C(CN(C(=O)CCC(=O)Nc1nccs1)c1ccc2c(c1)OCO2)NCC1CCCO1 (stereo unspecified),-0.8%,-5%,?,9%,-10%,?,-5.0%,-1%,2%,-5%,3%
CCn1c(SCC(=O)Nc2cccc(C)n2)nnc1-c1ccco1,0.5%,3%,i,0%,10%,10%,-0.5%,3%,-3%,7%,2%
Cc1cc(C(=O)NCCCc2ccccc2)no1,-1.1%,20%,i,-1%,-1%,-5%,1.9%,3%,0%,-2%,-1%
O=C(NC12CC3CC(CC(C3)C1)C2)N1CCC(O)CC1,-0.5%,-7%,i,0%,-4%,11%,-1.2%,8%,-8%,-2%,1%
COc1ccc(N(Cc2cc3cc(OC)ccc3[nH]c2=O)S(C)(=O)=O)cc1,-0.8%,2%,?,3%,-4%,2%,-0.8%,8%,-1%,-17%,2%
COc1ccc(OC)c(C2C(C(=O)c3cc4ccccc4o3)=C(O)C(=O)N2c2cc(C)on2)c1 (stereo unspecified),-0.1%,-1%,i,-4%,-29%,?,-0.3%,?,-8%,31%[activator],0%

# Bioassay records as filed in PubChem.
